Hep lipid drop – modulators of hepatic lipid droplet formation; AID 1656; AML12 mouse hepatocytes, oleate lipid droplets, BODIPY imaging; inhibition, % at 6.5 µM; hit rate 0.4% among 240,000;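 active = lipid droplet intensity inhibited by at least 50%, with more than 500 cells counted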
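Assay system: AML12 hepatocytes (mouse) / Also added: 100 µM oleic acid challenge / Times: overnight treatment with compound plus oleate / Detection: high-content imaging of BODIPY-stained droplets and DAPI nuclei / Evaluation: % inhibition of lipid droplet signal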
P. falciparum M1AAP – P. falciparum M1AAP inhibitors, biochemical, fluorogenic H-Leu-NHMec substrate, 1536-well (AID 1445); recombinant M1AAP, H-Leu-NHMec fluorogenic kinetic assay; higher % means a stronger effect; inhibition, % at 30 µM; hits with a dose series show IC50 in µM; hit rate 0.42% among 220,000;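 active = primary inhibition above the hit cutoff, then over 50% inhibition at one or more dose response concentrations, cut at about 23% in these data, passing the limit was not always enough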;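 note: plate controls were DMSO full reaction for no effect and no enzyme background for full effect; strong numbers were not always called active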
WT yeast gro inh – growth inhibition of WT yeast, mitochondrial fusion screen; mitochondrial fusion phenotypic screen, WT strain; inhibition, % at 10 µM; hit rate 2.1% among 190,000; AID 1362; in the data active = inhibition above about 58%; tested in S. cerevisiae
K1F lysis inhibition – inhibition of K1F phage lysis, E. coli UTI89, bacterial capsule biogenesis inhibitors, alamar blue (AID 488966); inhibition, % at 100 µM, or IC50 in µM where a hit was titrated; hit rate 0.02% among 340,000; E. coli UTI89 K1F phage lysis, alamar blue, 2 h; higher % means a stronger effect;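 active = phage lysis inhibition, versus mean bacterial control, above a set limit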;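 note: capsule biogenesis inhibitors block K1F phage lysis so surviving cells raise fluorescence; higher fluorescence means more inhibition of phage lysis; actives were called in the ten point dose series up to 300 µM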
TNAP activators – stimulation of alkaline phosphatase TNAP activity – biochemical, luminescent, no phosphate acceptor, uHTS, primary screen (AID 1001) | hit rate 0.03% among 200,000 | one-dose activation fold at 20 µM; EC50 in µM for titrated hits | purified TNAP, luminescent activation assay, no phosphate acceptor; higher activation fold means a stronger effect; in the data active = activation fold from about 3, or a potency from the dose series; inactive = the rest, 99 in 100 with activation fold below about 1.6; note: many of its hits are not listed in these tables
Myeloid diff MLP – myeloid differentiation induction; ER-HoxA9 myeloid progenitors, lysozyme-GFP differentiation, flow cytometry; calls only at 10 µM; hit rate 1% among 360,000; AID 624256;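 active = normalized GFP-positive differentiation at or above the plate's own cutoff, the solvent-only control mean plus 3 SD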;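 note: cells exposed to compound for four days before flow analysis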
PMI inhibition – MPI inhibition at elevated mannose 6-phosphate – biochemical, fluorescence intensity, high mannose 6-phosphate, primary screen (AID 1220). recombinant PMI enzyme, coupled fluorescence intensity; higher % means a stronger effect. hit rate 0.66% among 190,000. one-dose inhibition, % at 20 µM; IC50 in µM for titrated hits
human PMI inhibition – inhibitors of human PMI, primary screen, biochemical, fluorescence intensity, coupled assay (AID 1209); purified PMI enzyme, coupled fluorescence intensity; higher % means a stronger effect; inhibition, % at 20 µM, or IC50 in µM where a hit was titrated; hit rate 0.42% among 190,000;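 note: plate controls were DMSO vehicle for no effect and wells lacking substrate for full effect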
CSM14.1 death rescue – rescue of cells from ER stress-induced death, primary screen, 384-well, CSM14.1, thapsigargin, ATP luminescence (AID 1222) | CSM14.1 thapsigargin-induced death rescue, ATP luminescence; higher % means a stronger effect | cellular ATP content (survival), % at 20 µM, or EC50 in µM where a hit was titrated | 190,000 tested, under 10 active;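 active = EC50 below 50 µM in the dose-response confirmation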;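 note: death triggered by thapsigargin at about 15 µM added after 2 h compound pretreatment; cell ATP read after overnight thapsigargin exposure of roughly 18 to 22 hours; normalized against plate controls of thapsigargin alone and 5% DMSO vehicle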
WT yeast gro inh mutant strain – recorded beside WT yeast gro inh, whose call it bears; inhibition, %; mitochondrial fusion phenotypic screen, mutant strain inhibition
Hep lipid drop cells 6.5 µM – further read-out of Hep lipid drop, marked with its call; cell count; measured here: cell count, cytotoxicity flag;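 cells counted across two imaged fields per well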
Myeloid diff MLP GFP+ MAC1+ % – recorded beside Myeloid diff MLP, whose call it bears; GFP+ MAC1+ double positive, %; measured here: differentiation confirmed by MAC1 staining
* = called active by the depositor; [ ] = another dose, or the depositor's remark. Cut-off read from the data, not from the text of the source, unless noted: active = inhibition above about 50%; inactive = the rest.

Sample of the layout, 2 compounds:
Results for O=c1cc(N2CCN(c3ccccc3)CC2)[nH]c(=O)n1-c1ccccc1 ?
Hep lipid drop: -2; P. falciparum M1AAP: 6%; WT yeast gro inh: -46; K1F lysis inhibition: 0.1%; TNAP activators: 1.1; Myeloid diff MLP: inactive; PMI inhibition: 9%; human PMI inhibition: 1%; CSM14.1 death rescue: -1.7%; WT yeast gro inh mutant strain: -13; Hep lipid drop cells 6.5 µM: 694; Myeloid diff MLP GFP+ MAC1+ %: 0.0

What do the screens show for `CCC(C)[C@H](NC(=O)Nc1ccccc1F)C(=O)O` (stereo partly specified)?
Hep lipid drop: 2; P. falciparum M1AAP: 5%; K1F lysis inhibition: -2.0%[50 µM]; Myeloid diff MLP: inactive; Hep lipid drop cells 6.5 µM: 729; Myeloid diff MLP GFP+ MAC1+ %: 1.8

The whole of this part, from the start:
Results for O=c1cc(N2CCN(c3ccccc3)CC2)[nH]c(=O)n1-c1ccccc1 ?
Hep lipid drop: -2; P. falciparum M1AAP: 6%; WT yeast gro inh: -46; K1F lysis inhibition: 0.1%; TNAP activators: 1.1; Myeloid diff MLP: inactive; PMI inhibition: 9%; human PMI inhibition: 1%; CSM14.1 death rescue: -1.7%; WT yeast gro inh mutant strain: -13; Hep lipid drop cells 6.5 µM: 694; Myeloid diff MLP GFP+ MAC1+ %: 0.0

What do the screens show for `CCC(C)[C@H](NC(=O)Nc1ccccc1F)C(=O)O` (stereo partly specified)?
Hep lipid drop: 2; P. falciparum M1AAP: 5%; K1F lysis inhibition: -2.0%[50 µM]; Myeloid diff MLP: inactive; Hep lipid drop cells 6.5 µM: 729; Myeloid diff MLP GFP+ MAC1+ %: 1.8

Results for Cc1ccc(NC(=S)/C(=C(\[O-])c2ccc(Cl)s2)[n+]2cccc(CO)c2)cc1C ?
Hep lipid drop: -11; P. falciparum M1AAP: 4%; WT yeast gro inh: -9; K1F lysis inhibition: 0.3%; TNAP activators: 0.9; Myeloid diff MLP: inactive; PMI inhibition: 10%; human PMI inhibition: 3%; CSM14.1 death rescue: -1.0%; WT yeast gro inh mutant strain: 2; Hep lipid drop cells 6.5 µM: 629; Myeloid diff MLP GFP+ MAC1+ %: 0.1

What do the screens show for `COc1cc(CN2CCNC(=O)C2CC(=O)O)cc(OC)c1` (stereo unspecified)?
Hep lipid drop: -16; P. falciparum M1AAP: -4%; WT yeast gro inh: 15; K1F lysis inhibition: 0.3%; TNAP activators: 1; Myeloid diff MLP: inactive; PMI inhibition: 3%; human PMI inhibition: -1%; CSM14.1 death rescue: 0.7%; WT yeast gro inh mutant strain: 6; Hep lipid drop cells 6.5 µM: 688; Myeloid diff MLP GFP+ MAC1+ %: 0.4

What do the screens show for `Nc1ncncc1-c1ccc([N+](=O)[O-])cc1`?
P. falciparum M1AAP: 1%; WT yeast gro inh: 42; K1F lysis inhibition: 0.2%; TNAP activators: 1.1; Myeloid diff MLP: inactive; PMI inhibition: 2%; human PMI inhibition: 7%; CSM14.1 death rescue: -2.5%; WT yeast gro inh mutant strain: 6; Myeloid diff MLP GFP+ MAC1+ %: 7.0

Results for COc1ccc(OC)c(NC(=S)NCc2ccccc2OC)c1 ?
Hep lipid drop: -24; P. falciparum M1AAP: 5%; WT yeast gro inh: -4; K1F lysis inhibition: 0.9%; TNAP activators: 1; Myeloid diff MLP: inactive; PMI inhibition: 18%; human PMI inhibition: 14%; CSM14.1 death rescue: -0.9%; WT yeast gro inh mutant strain: 24; Hep lipid drop cells 6.5 µM: 679; Myeloid diff MLP GFP+ MAC1+ %: 1.2

Results for CC(C)[C@H](NC(=O)c1ccccc1Cl)C(=O)NC1CCCCCC1 ?
Hep lipid drop: -20; P. falciparum M1AAP: 2%; WT yeast gro inh: -10; K1F lysis inhibition: 0.2%; TNAP activators: 1.1; Myeloid diff MLP: inactive; PMI inhibition: -1%; human PMI inhibition: -2%; CSM14.1 death rescue: -0.7%; WT yeast gro inh mutant strain: -3; Hep lipid drop cells 6.5 µM: 637; Myeloid diff MLP GFP+ MAC1+ %: 0.5

Results for CCOC(=O)c1c(-c2ccccc2)oc2ccc(O)c(CN(C)C)c12 ?
P. falciparum M1AAP: 11%; WT yeast gro inh: 25; K1F lysis inhibition: -0.4%; TNAP activators: 1; Myeloid diff MLP: inactive; PMI inhibition: 0%; human PMI inhibition: -6%; CSM14.1 death rescue: -5.9%; WT yeast gro inh mutant strain: 16; Myeloid diff MLP GFP+ MAC1+ %: 1.3

What do the screens show for `Clc1ccc(Cc2nc(-c3ccncc3)no2)cc1`?
Hep lipid drop: -1; WT yeast gro inh: 10; K1F lysis inhibition: 0.2%; TNAP activators: 1; Myeloid diff MLP: inactive; PMI inhibition: 9%; human PMI inhibition: 15%; CSM14.1 death rescue: 2.0%; WT yeast gro inh mutant strain: -12; Hep lipid drop cells 6.5 µM: 736; Myeloid diff MLP GFP+ MAC1+ %: 0.4

How did O=S(=O)([N-]c1nc2ccccc2nc1-[n+]1ccccc1)c1ccc(F)cc1 do in these assays?
Hep lipid drop: 1; P. falciparum M1AAP: 0%; WT yeast gro inh: -9; K1F lysis inhibition: 0.2%; TNAP activators: 1.1; Myeloid diff MLP: inactive; PMI inhibition: -5%; human PMI inhibition: -10%; CSM14.1 death rescue: 0.4%; WT yeast gro inh mutant strain: -4; Hep lipid drop cells 6.5 µM: 719; Myeloid diff MLP GFP+ MAC1+ %: 1.3

Results for COc1cc(C(=O)OCC(=O)NCc2ccccc2)cc(NC(=O)c2ccco2)c1OC ?
Hep lipid drop: 3; P. falciparum M1AAP: -1%; WT yeast gro inh: 8; K1F lysis inhibition: 0.5%; TNAP activators: 1.1; Myeloid diff MLP: inactive; PMI inhibition: 27%; human PMI inhibition: -5%; CSM14.1 death rescue: -0.6%; WT yeast gro inh mutant strain: 12; Hep lipid drop cells 6.5 µM: 796; Myeloid diff MLP GFP+ MAC1+ %: 0.9

Results for NC(=O)CSc1ncnc2c1oc1ccccc12 ?
P. falciparum M1AAP: -1%; WT yeast gro inh: 14; K1F lysis inhibition: 0.4%; TNAP activators: 1.1; Myeloid diff MLP: inactive; PMI inhibition: -7%; human PMI inhibition: -5%; CSM14.1 death rescue: 0.4%; WT yeast gro inh mutant strain: 8; Myeloid diff MLP GFP+ MAC1+ %: 1.1

Results for Cn1c(=O)n(C)c2cc(C(N)=O)ccc21 ?
Hep lipid drop: 12; P. falciparum M1AAP: 5%; WT yeast gro inh: 23; K1F lysis inhibition: 0.3%; TNAP activators: 1; Myeloid diff MLP: inactive; PMI inhibition: 9%; human PMI inhibition: 10%; CSM14.1 death rescue: -1.5%; WT yeast gro inh mutant strain: 3; Hep lipid drop cells 6.5 µM: 847; Myeloid diff MLP GFP+ MAC1+ %: 4.2

How did NC(=S)n1[nH]c(-c2ccc([N+](=O)[O-])cc2)c(N=Nc2ccc(Cl)cc2)c1=O do in these assays?
Hep lipid drop: -21; P. falciparum M1AAP: 0%; WT yeast gro inh: 78*; K1F lysis inhibition: -0.1%; TNAP activators: 1.5; Myeloid diff MLP: inactive; PMI inhibition: 4%; human PMI inhibition: 4%; CSM14.1 death rescue: 1.1%; WT yeast gro inh mutant strain: 27*; Hep lipid drop cells 6.5 µM: 655; Myeloid diff MLP GFP+ MAC1+ %: 0.4

How did CSc1nc2ccc(NC(=O)C3CCCO3)cc2s1 (stereo unspecified) do in these assays?
Hep lipid drop: 3; P. falciparum M1AAP: -2%; WT yeast gro inh: -11; K1F lysis inhibition: 6.9%; TNAP activators: 1; Myeloid diff MLP: inactive; PMI inhibition: 12%; human PMI inhibition: 14%; CSM14.1 death rescue: -3.4%; WT yeast gro inh mutant strain: 2; Hep lipid drop cells 6.5 µM: 809; Myeloid diff MLP GFP+ MAC1+ %: 0.3

What do the screens show for `COc1cc(NC(=O)CCN2CCN(c3ccccc3F)CC2)cc(OC)c1`?
P. falciparum M1AAP: 3%; WT yeast gro inh: -8; K1F lysis inhibition: 2.3%; TNAP activators: 1; Myeloid diff MLP: inactive; PMI inhibition: 3%; human PMI inhibition: -4%; CSM14.1 death rescue: 1.9%; WT yeast gro inh mutant strain: -3; Myeloid diff MLP GFP+ MAC1+ %: 2.4

Results for COc1ccc(OCC(=O)Nc2ccc(Cl)cc2)cc1 ?
Hep lipid drop: -12; P. falciparum M1AAP: 0%; WT yeast gro inh: -8; K1F lysis inhibition: 1.4%; TNAP activators: 1.1; Myeloid diff MLP: inactive; PMI inhibition: -10%; human PMI inhibition: 1%; CSM14.1 death rescue: -2.4%; WT yeast gro inh mutant strain: -13; Hep lipid drop cells 6.5 µM: 750; Myeloid diff MLP GFP+ MAC1+ %: 0.4

What do the screens show for `CCc1nnc(NC(=O)CSc2ncnc3c2cnn3-c2ccc(OC)cc2)s1`?
P. falciparum M1AAP: -3%; WT yeast gro inh: -14; K1F lysis inhibition: 0.9%; TNAP activators: 1.1; Myeloid diff MLP: inactive; PMI inhibition: 2%; human PMI inhibition: 2%; CSM14.1 death rescue: -1.9%; WT yeast gro inh mutant strain: 0; Myeloid diff MLP GFP+ MAC1+ %: 2.1

How did CCCCCC(=O)N(O)C1CC(=O)N(c2ccccc2)C1=O (stereo unspecified) do in these assays?
P. falciparum M1AAP: 12%; K1F lysis inhibition: -0.5%; TNAP activators: 1; Myeloid diff MLP: inactive; PMI inhibition: -75%; human PMI inhibition: -45%; CSM14.1 death rescue: -0.3%; Myeloid diff MLP GFP+ MAC1+ %: 0.4

What do the screens show for `c1ccc2c(c1)ncn2CCOCCOCCn1cnc2ccccc21`?
Hep lipid drop: -5; P. falciparum M1AAP: -3%; WT yeast gro inh: -8; K1F lysis inhibition: 0.8%; TNAP activators: 1; Myeloid diff MLP: inactive; PMI inhibition: -3%; human PMI inhibition: 3%; CSM14.1 death rescue: 2.0%; WT yeast gro inh mutant strain: -8; Hep lipid drop cells 6.5 µM: 721; Myeloid diff MLP GFP+ MAC1+ %: 0.6

How did NCc1ccc(-c2nc3ccccc3o2)cc1 do in these assays?
TNAP activators: 1.2; PMI inhibition: 11%; human PMI inhibition: 10%; CSM14.1 death rescue: -3.0%

What do the screens show for `COCCNC(=S)NN(c1ccccc1)c1ccccc1`?
Hep lipid drop: -16; P. falciparum M1AAP: -1%; WT yeast gro inh: 9; K1F lysis inhibition: 0.3%; TNAP activators: 1.1; Myeloid diff MLP: inactive; PMI inhibition: 4%; human PMI inhibition: 7%; CSM14.1 death rescue: 1.4%; WT yeast gro inh mutant strain: 12; Hep lipid drop cells 6.5 µM: 695; Myeloid diff MLP GFP+ MAC1+ %: 0.2

Screening results as filed in PubChem.
